NPYLR7 agonist: mosquito NPYLR7 agonism; activation, % at 10 µM; 270,000 tested, 0.15% active; HEK293T NPYLR7/Galpha15, GCaMP6s calcium fluorescence; in the data active = activation above about 40%;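 note: 0% = vehicle and 100% = reference agonist at the receptor; some compounds past the cut are filed as inactive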
mcGAS inh: mouse cGAS inhibition by luminescence; recombinant cGAS, Kinase-Glo ATP depletion luminescence; AID 1259399; 160,000 tested, 0.15% active; inhibition, % at 12.5 µM; Q8C6L5;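 note: 0% = negative control wells and 100% = reference inhibitor with no enzyme activity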
hcGAS lum: blocks human cGAS activity; Q8N884; recombinant h-cGAS, ATP depletion, Kinase-Glo luminescence; inhibition, % at 12.5 µM; 290,000 tested, 0.081% active; AID 1259398;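 note: 0% = vehicle reaction and 100% = reaction without DNA for no activity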
Target sequence (Q8N884 whole entry, looked up): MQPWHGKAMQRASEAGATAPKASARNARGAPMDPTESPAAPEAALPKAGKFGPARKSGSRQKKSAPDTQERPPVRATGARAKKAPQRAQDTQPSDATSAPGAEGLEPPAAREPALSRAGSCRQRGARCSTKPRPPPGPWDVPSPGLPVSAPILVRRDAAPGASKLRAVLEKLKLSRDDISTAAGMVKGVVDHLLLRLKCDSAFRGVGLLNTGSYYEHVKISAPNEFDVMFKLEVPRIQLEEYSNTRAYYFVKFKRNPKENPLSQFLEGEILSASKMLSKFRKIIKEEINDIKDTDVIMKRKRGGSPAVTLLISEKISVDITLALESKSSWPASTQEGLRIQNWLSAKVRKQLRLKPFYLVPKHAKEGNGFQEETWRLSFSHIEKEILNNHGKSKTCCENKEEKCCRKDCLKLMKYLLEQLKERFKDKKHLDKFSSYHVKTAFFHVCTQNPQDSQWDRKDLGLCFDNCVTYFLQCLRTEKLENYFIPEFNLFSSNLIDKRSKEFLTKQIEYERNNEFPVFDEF
Active calls of the source: *; . = not tested or not shown; & = joins results of further samples. Cut-off read from the data, not from the text of the source, unless noted: active = inhibition above about 40%; inactive = the rest.

SMILES	NPYLR7 agonist	mcGAS inh	hcGAS lum
CC(C(=O)Nc1cc(Cl)c(Cl)cn1)S(C)(=O)=O (stereo not given)	7	.	-5
CCCCN(C)C(=O)c1sc(=O)n(CCOC)c1C	-10	.	6
CN(C(=O)COc1ccc(Cl)cc1)C1CCN(C(=O)OC(C)(C)C)C1 (stereo not given)	-3	-14	-9
O=C(NCCn1ncc2c(=O)n(Cc3ccccc3F)cnc21)c1ccc(C(F)(F)F)cc1	-3	1	-1
C[C@@]12C(=O)N(CC3CC3)c3ccccc3[C@@H]1[C@@H](C(N)=O)CN2C(=O)COc1ccccc1	-1	-4	-1
CCn1c(C2CCN(c3nccc(N4CCC(O)C4)n3)CC2)nn(C)c1=O (stereo not given)	-2	.	-4
CC1CCc2c(sc3nc(C(C)C)nc(N4CCN(C(=O)c5ccc(F)cc5)CC4)c23)C1 (stereo not given)	-3	-4	-9
CCC(C)N(CC(=O)N(CCc1ccc(OC)c(OC)c1)Cc1ccco1)S(=O)(=O)c1ccc(NC(C)=O)cc1 (stereo not given)	2	-3	-1
CCn1c(=O)c(C(=O)Nc2ccccc2)nn(-c2cccc(C)c2)c1=O	-5	-2	-3
COCCn1c(SCC(=O)N2CCCCCC2)nc2c(c1=O)SCC2	0	-9	-3
COc1ccccc1C1CCCN1C(=O)C1CCCN(c2nc(C)c3ccc(C)cc3n2)C1 (stereo not given)	9	-25	-10
Cc1cnc(C)c(N2CCN(C(=O)[C@H](N)c3ccccc3)CC2)n1	-1	.	-2
CCOC(=O)c1ccc(-c2ccc(C=C(C#N)C(=O)Nc3sc4c(c3C(N)=O)CCCC4)o2)cc1	-1	-7	-7
OCC(O)Cn1cnc(-c2ccccc2)c1-c1cc2ccccc2[nH]1 (stereo not given)	0	.	4
CCOC(=O)c1ccc2c(c1)nc(SCc1ccc(Br)cc1F)n2CCc1ccc(OC)cc1	-5	-6	-3
CN1CCCCC1(C)C(=O)NCc1cc(Cl)ccc1F (stereo not given)	3	-6	-13
Cc1nn(C2CCS(=O)(=O)C2)c(C)c1/C=C/c1nc2ccccc2o1 (stereo not given)	11	-9	-9
Cc1ccccc1C(NC(=O)C1CCN(CCOc2ccc(F)cc2)CC1)c1ccsc1 (stereo not given)	5	-4	-2
CCCCc1nc(N2CCN(C(=O)c3ccccc3F)CC2)c2c3c(sc2n1)CCCC3	15	-5	-8
COc1ccc(CNC(=O)c2c(C)oc3c2cc(OC(C)=O)c2ccccc23)cc1	-4	.	-9
CC1CCCCC1NC(=O)NC(=O)COC(=O)C12CC3CC(CC(Cl)(C3)C1)C2 (stereo not given)	0	.	6
O=c1nc(SCc2ccccc2)c2c(n1Cc1cccnc1)CCC2	5	-12	-9
COc1ccc(-c2cc(N3CCN(CCO)CC3)n3nccc3n2)cc1	-7	1	-2
CC1CCCN(C(=O)COC(=O)c2ccccc2)C1 (stereo not given)	5	-5	2
Cc1cc(C)c(S(=O)(=O)Nc2ccc(N3CCCC3=O)c(Cl)c2)c(C)c1	1	-5	-3

(more compounds)
SMILES	NPYLR7 agonist	mcGAS inh	hcGAS lum
C=C(C)Cn1c(C(=O)N2CCN(C(=O)c3ccco3)C(C)C2)cc2ccoc21 (stereo not given)	-1	-7	-5
Cc1nc(CSc2nnc(OC(C)C)s2)sc1C	7	.	-9
Brc1ccnc2[nH]cc(Br)c12	-5	.	-10
O=C(CC1=CCCCC1)N(Cc1cccnc1)CC1CCCN(C2CCCCC2)C1 (stereo not given)	-3	-7	-4
CC1(C(=O)NCc2cccc(C(F)(F)F)c2)CCN1C1Cc2ccccc2C1 (stereo not given)	3	.	-9
O=S(=O)(Nc1ccc2nc(-c3ccoc3)nn2c1)c1ccoc1	8	-7	-4
O=C(c1ccc(Cl)cc1)N1CCSC12CCN(C(=O)C13CC4CC(CC(C4)C1)C3)CC2	.	-5	-7
c1ccc2c(N3CCOCC3)nc(N3CCOCC3)nc2c1	4&1	.	-9&-7
CC(C)c1nc(SCc2cccc([N+](=O)[O-])c2)c2c(=O)n(C)c(=O)n(C)c2n1	8	.	-5
CCCN(CC1CC1)C(=O)CSc1nnc(Nc2ccc(CC)cc2)s1	1	-3	-5
O=C(CSc1nnc(-c2cccs2)o1)NCCOc1ccccc1	5	.	1
CCC(=O)N(Cc1nccn1Cc1ccccc1)C(C)C	6	-5	-5
CCOC(=O)NC(C(=O)NCc1nnc2ccccn12)C(C)C (stereo not given)	5	.	-3
O=C(O)C1C(=O)COC1=Nc1ccccc1 (stereo not given)	1	.	-3
COc1ccc(OC)c(CN2CCN(CCc3ccccc3)C(CCO)C2)c1 (stereo not given)	15	-12	-10
Cc1ccc(C(=O)C(C)Sc2nnc(-c3ccc4c(c3)OCO4)o2)cc1C (stereo not given)	0	.	-5
CC(CC#N)N1CCC(C(=O)Nc2ccc(Br)cc2)CC1 (stereo not given)	9	.	-18
C=CCn1cc(CN2CCC3(CC2)CCN(C(=O)CC(C)(C)C)CC3)cn1	-1	-14	-2
O=C(c1ccc(=O)n(Cc2ccccc2)n1)N(Cc1nccn1C(F)F)C1CC1	13	.	-10
Cc1ccc(S(=O)(=O)N(CCN2CCOCC2)Cc2nccn2Cc2ccc(Cl)cc2Cl)cc1	30	-4	-11
CC(C)Cn1ccnc1NC(=O)c1cccc(C(F)(F)F)c1	2	.	-19
Cn1nccc1C(=O)N1CCOC(CC2CCCCC2)C1 (stereo not given)	9	.	-8
Cc1nnc(NC(=O)CSc2nc(-c3ccc(F)cc3)nc3c2c(=O)n(C)c(=O)n3C)s1	8	.	-7
COc1ccc(N2C(=O)C(c3c(-c4ccccc4)[nH]n(C)c3=O)=C(N3CCOCC3)C2=O)cc1OC	5	-5	3
Cc1ccccc1OCC(=O)Nc1nnc(-c2ccncc2)s1	-3	3	-4

Entries of single compounds, quoted from the list. Screens in order: NPYLR7 agonist | mcGAS inh | hcGAS lum
`O=c1nc(SCc2ccccc2)c2c(n1Cc1cccnc1)CCC2` in the list: 5 | -12 | -9
`CCCCc1nc(N2CCN(C(=O)c3ccccc3F)CC2)c2c3c(sc2n1)CCCC3` in the list: 15 | -5 | -8
`Cn1nccc1C(=O)N1CCOC(CC2CCCCC2)C1` (stereo not given) in the list: 9 | . | -8

Following part.
SMILES	NPYLR7 agonist	mcGAS inh	hcGAS lum
Cc1csc2ncnc(-c3cccc4[nH]ccc34)c12	4	.	-5
CCn1c(SCc2nnc(-c3cccs3)o2)nnc1-c1ccco1	2	.	-5
Cc1cccnc1C1=NOC(Cc2ccccc2)C(=O)N1CCOc1ccc(F)cc1 (stereo not given)	3	.	-3
COc1ccccc1C1CCCN1Cc1cn(CCC(N)=O)c2ccccc12 (stereo not given)	-6	-3	-2
CCOc1ccc(C2CC(c3ccc(C)cc3C)=NN2C(=O)CN2CCOCC2)cc1 (stereo not given)	-9	1	1
O=C1C2ON(c3ccccc3)C(c3ccc(F)cc3)C2C(=O)N1Cc1ccccc1 (stereo not given)	-6	-6	-6
O=C(Nc1cccc2cn[nH]c12)C1CCCCN1C(=O)c1cccnc1 (stereo not given)	8	.	-10
CC(C)(C(=O)N[C@@H]1COCC[C@@H]1OCC1CC1)n1cccc1	.	-4	-3
CCCn1cnnc1C1CCCCN1C(=O)CC1CCCC1 (stereo not given)	.	-7	-9
C(=C\c1nn2c(CCc3ccccc3)nnc2s1)/c1ccccc1	1	-5	-6
c1ccc(-c2nc(-c3ccc4c(c3)OCO4)cs2)cc1	2	.	-2
C=CCN(CC(=O)N(CCc1ccc(OC)c(OC)c1)Cc1sccc1C)C(=O)c1ccc(CCCCCC)cc1	1	-5	-8
CC(C)(C)c1ccc(N=Cc2ccccn2)cc1	22	.	-9
O=C1OC(/C=C/c2ccc(Cl)cc2)=NC/1=C/c1ccco1	-4	4	-3
COCCN1C(=O)N(Cc2ccccc2)C2(CCN(CC3=CC[C@H]4C[C@@H]3C4(C)C)CC2)C1=O	12	-15	-3
Cc1ncc(CN2CCc3[nH]c4c(Cl)cccc4c3C2)[nH]1	.	-7	-4
O=C(c1cn[nH]n1)N(CCCn1ccnc1)Cc1ccncc1	1	-17	0
CCN1CCC(CNC(=O)CCCOCc2ccccc2)CC1	-1	.	-2
CN1CCc2c(sc(NC(=O)COc3ccccc3)c2-c2nc3ccccc3s2)C1	2	-3	0
CC1=C(C(=O)Nc2ccccc2)C(c2ccc(C(=O)O)cc2)n2nc(C)cc2N1 (stereo not given)	-3	.	1
CCc1nncn1CCNc1ccc2cccc(Br)c2n1	2	-17	-19
Nc1ccc(C(=O)N2N=C(c3ccncc3)CC2(O)C(F)(F)F)cc1 (stereo not given)	-3	.	-7
COc1ccc(S(=O)(=O)Oc2cc(CNCCN(C)C)ccc2OC)cc1	-4	.	-1
N#Cc1ncn(CC(=O)Nc2ccc(OC(F)F)c(Cl)c2)n1	3	.	-13
Clc1ccc(Cl)c(Nc2nc3cc(Cl)ccc3o2)c1	10	.	-3

Next results
SMILES	NPYLR7 agonist	mcGAS inh	hcGAS lum
CC(c1cccc(-c2nccc3ccccc23)c1)N(C)C (stereo not given)	-3	.	-3
COc1ccc(S(=O)(=O)N2CCN(C(=O)CCCNC(N)=O)CC2)cc1OC	9	.	6
Cc1ccccc1C1(O)CCN(C(=O)CCc2nc3ccccc3[nH]2)C1 (stereo not given)	-1	-2	-3
CC(C)c1cc(CNC(=O)C2CCC(=O)N(CCc3ccc(Cl)cc3)C2)on1 (stereo not given)	-4	.	-2
CCN1CCN(C(c2ccc(SC)cc2)c2c(O)cc(C)n(Cc3ccc(OC)cc3)c2=O)CC1 (stereo not given)	5	.	3
CN1CCCC1CCNC(=O)CCc1cc2c(n1-c1ccc(F)cc1Cl)-c1ccccc1CO2 (stereo not given)	2	-11	-8
COc1ccc2cc(-c3[nH]ncc3CN3CCCC3c3nccs3)ccc2c1 (stereo not given)	5	.	-2
Cc1ccc(-n2cccn2)c(CN2CCC(CO)(CCc3ccccc3)CC2)c1	18	-9	-8
O=S(=O)(c1cc(C(F)(F)F)ccc1Cl)N1CCC(c2nc3ccccc3[nH]2)CC1	0	-4	-10
COc1ccc(S(=O)(=O)c2cnc(SCC(=O)NCc3ccc(Cl)cc3)[nH]c2=O)cc1	-2	-5	-2
CCCSc1nnc(SC(C)C(=O)Nc2ccc(Cl)cn2)s1 (stereo not given)	7	.	-3
C#CCOCC(O)CN(CCC(C)C)Cc1ccc(OC)cc1 (stereo not given)	26	-6	-12
C=CCn1cc(CN2CCC(C(=O)Nc3ccc(Oc4cccnc4)cc3)CC2)c(C)n1	-7	-1	5
CN(C)C(=O)C(C)(C)NCc1ccc(I)cc1	7	.	-9
Cc1cc(C)c2nccc(-c3ccncc3)c2c1	27	-19	-7
COc1ccc(Cc2nc3ccc(OC(C)=O)cc3c(=O)o2)cc1	-6	-6	-3
CCn1ncnc1-c1c(-c2ccccc2)ncn1CCCSC	-2	.	-14
COC(=O)c1cc2c(nc1NC(=O)c1occc1C)CCCC2	2	.	-8
CCNc1nc(Cl)nc(Oc2ccc(=O)n(C)n2)n1	4	.	-8
COc1cccc(CNC(=O)c2ccccc2N2CCCCC2)c1	-18	.	-4
CCCc1cc(C(=O)Nc2ccc(S(=O)(=O)C(F)F)cc2)sc1C	8	.	-3
CC(C)[C@H]1CC[C@H](C)C[C@@H]1OCC(=O)N1CCN(C(=O)c2ccco2)CC1	-13	.	-2
Fc1ccc(-c2noc(CSc3nnc(-c4ccccc4F)n3C3CC3)n2)cc1	-1	.	-4

Another view of 2 compounds above:
The line under a structure holds: NPYLR7 agonist, mcGAS inh, hcGAS lum
COc1ccc(-c2cc(N3CCN(CCO)CC3)n3nccc3n2)cc1
  -7, 1, -2
CC1CCCN(C(=O)COC(=O)c2ccccc2)C1 (stereo not given)
  5, -5, 2

In the list so far, 10 contain a thiophene ring, fused or not:
SMILES	NPYLR7 agonist	mcGAS inh	hcGAS lum
CC1CCc2c(sc3nc(C(C)C)nc(N4CCN(C(=O)c5ccc(F)cc5)CC4)c23)C1 (stereo not given)	-3	-4	-9
CCOC(=O)c1ccc(-c2ccc(C=C(C#N)C(=O)Nc3sc4c(c3C(N)=O)CCCC4)o2)cc1	-1	-7	-7
Cc1ccccc1C(NC(=O)C1CCN(CCOc2ccc(F)cc2)CC1)c1ccsc1 (stereo not given)	5	-4	-2
CCCCc1nc(N2CCN(C(=O)c3ccccc3F)CC2)c2c3c(sc2n1)CCCC3	15	-5	-8
O=C(CSc1nnc(-c2cccs2)o1)NCCOc1ccccc1	5	.	1
Cc1csc2ncnc(-c3cccc4[nH]ccc34)c12	4	.	-5
CCn1c(SCc2nnc(-c3cccs3)o2)nnc1-c1ccco1	2	.	-5
C=CCN(CC(=O)N(CCc1ccc(OC)c(OC)c1)Cc1sccc1C)C(=O)c1ccc(CCCCCC)cc1	1	-5	-8
CN1CCc2c(sc(NC(=O)COc3ccccc3)c2-c2nc3ccccc3s2)C1	2	-3	0
CCCc1cc(C(=O)Nc2ccc(S(=O)(=O)C(F)F)cc2)sc1C	8	.	-3

Source: PubChem
